MLLE-PAM2 inh: inhibitors of microRNA-mediated deadenylation, human PABP1 MLLE binding; P11940; GST-MLLE / FITC-PAM2 fluorescence polarization; inhibition, % at 20 µM; actives 0.36% (n = 360,000); in the data active = inhibition above about 35%, passing the limit was not always enough;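 note: plate controls were DMSO wells with GST-MLLE for no effect and wells lacking GST-MLLE protein for full effect; some results filed as inactive read as strong as hits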
LMPTP block: blocks human LMPTP phosphatase | P24666 | recombinant LMPTP-A, OMFP fluorogenic substrate, fluorescence intensity | inhibition, % at 20 µM | actives 0.22% (n = 360,000);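 active = compounds that cut the enzyme signal by at least half of the control window in the single-dose screen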;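 note: plate controls were DMSO wells with enzyme plus substrate for no effect and substrate without enzyme for full effect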
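test system = LMPTP-A | amount = 0.625 nM LMPTP-A final | reagent = fluorogenic phosphatase substrate OMFP at 400 µM final | incubation = 50 min at room temperature | benchmarks = no-enzyme low control, uninhibited high control | medium = Bis-Tris pH 6.0, DTT, detergent | signal = fluorescence intensity of OMFP turnover product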
STEP block: STEP (human) phosphatase inhibition; recombinant STEP, OMFP fluorogenic substrate, fluorescence; inhibition, % at 20 µM; actives 0.25% (n = 360,000); AID 588621;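 active = inhibition at 20 µM, scaled per plate between control wells, above about 37%, limit read from the data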;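 note: 0% = DMSO with enzyme and substrate and 100% = substrate only without enzyme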
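Assay system: isolated STEP enzyme / Timing: 20 min at room temperature, dark / Doses: 20 µM, 1% DMSO / Technique: fluorescence intensity, excitation 480 nm, emission 540 nm / Reagent: fluorogenic phosphatase substrate OMFP at 25 µM final / Measure: percent inhibition scaled to no-enzyme and uninhibited-enzyme controls, plate-pattern corrected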
Scp-1 inhibitor: inhibitors of human Scp-1 phosphatase | Recombinant Scp1, phosphopeptide, malachite green phosphate absorbance | actives 0.88% (n = 340,000) | inhibition, % at 20 µM | Q9GZU7;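 active = inhibition above about 50% at 20 µM, limit read from the data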;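 note: plate controls were DMSO wells with enzyme for no effect and wells lacking enzyme for full effect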
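Test system: SCP-1 phosphatase catalytic domain, residues 76-261; measured by: colorimetric phosphate reagent with accelerator and stabiliser, absorbance at 630 nm; timing: enzyme reaction 45 min at room temperature, colour 5 min, stabilisation 30 min; also added: Phosphorylated 17-residue peptide substrate; compound dosing: one concentration, 20 µM, with 1.0% DMSO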
Rpn11 inh: blocks the human proteasome subunit Rpn11. calls only at 20 µM. human 26S proteasome, Ub4-pepOG fluorescence polarization; 20S core pre-blocked with epoxomicin. actives 0.59% (n = 360,000). O00487;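 active = inhibition at 20 µM, scaled to each plate's controls, above about 33%, limit read from the data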
Tb MetRS inh: Trypanosoma brucei MetRS inhibition. inhibition, % at 11.9 µM. purified T. brucei MetRS, ATP depletion, Kinase-Glo luminescence. actives 0.4% (n = 360,000);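 active = inhibition above a per-plate cutoff of the control wells' mean inhibition plus 3 SD, cut at about 5.5% in these data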;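 note: 0% = DMSO wells median and 100% = median of wells with control inhibitor compound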
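Material: T. brucei methionyl-tRNA synthetase, purified; reagent: substrates ATP, L-methionine and bulk Escherichia coli tRNA; dosing: 11.9 µM single point; timing: 15 min plus 2 h at 25 °C; detection: luminescence of leftover ATP; evaluation: % inhibition; control set: DMSO-only wells as low control; replicates: singlicate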
DNMT1 inh: DNMT1 (human) enzyme inhibition; P26358; DNMT1 molecular beacon, Hinp1I cleavage, fluorescence; inhibition (reported as % activation of signal), % at 10 µM; actives 0.83% (n = 360,000); in the data active = inhibition above about 50%
Target sequence (P26358 504-1616 limits assumed): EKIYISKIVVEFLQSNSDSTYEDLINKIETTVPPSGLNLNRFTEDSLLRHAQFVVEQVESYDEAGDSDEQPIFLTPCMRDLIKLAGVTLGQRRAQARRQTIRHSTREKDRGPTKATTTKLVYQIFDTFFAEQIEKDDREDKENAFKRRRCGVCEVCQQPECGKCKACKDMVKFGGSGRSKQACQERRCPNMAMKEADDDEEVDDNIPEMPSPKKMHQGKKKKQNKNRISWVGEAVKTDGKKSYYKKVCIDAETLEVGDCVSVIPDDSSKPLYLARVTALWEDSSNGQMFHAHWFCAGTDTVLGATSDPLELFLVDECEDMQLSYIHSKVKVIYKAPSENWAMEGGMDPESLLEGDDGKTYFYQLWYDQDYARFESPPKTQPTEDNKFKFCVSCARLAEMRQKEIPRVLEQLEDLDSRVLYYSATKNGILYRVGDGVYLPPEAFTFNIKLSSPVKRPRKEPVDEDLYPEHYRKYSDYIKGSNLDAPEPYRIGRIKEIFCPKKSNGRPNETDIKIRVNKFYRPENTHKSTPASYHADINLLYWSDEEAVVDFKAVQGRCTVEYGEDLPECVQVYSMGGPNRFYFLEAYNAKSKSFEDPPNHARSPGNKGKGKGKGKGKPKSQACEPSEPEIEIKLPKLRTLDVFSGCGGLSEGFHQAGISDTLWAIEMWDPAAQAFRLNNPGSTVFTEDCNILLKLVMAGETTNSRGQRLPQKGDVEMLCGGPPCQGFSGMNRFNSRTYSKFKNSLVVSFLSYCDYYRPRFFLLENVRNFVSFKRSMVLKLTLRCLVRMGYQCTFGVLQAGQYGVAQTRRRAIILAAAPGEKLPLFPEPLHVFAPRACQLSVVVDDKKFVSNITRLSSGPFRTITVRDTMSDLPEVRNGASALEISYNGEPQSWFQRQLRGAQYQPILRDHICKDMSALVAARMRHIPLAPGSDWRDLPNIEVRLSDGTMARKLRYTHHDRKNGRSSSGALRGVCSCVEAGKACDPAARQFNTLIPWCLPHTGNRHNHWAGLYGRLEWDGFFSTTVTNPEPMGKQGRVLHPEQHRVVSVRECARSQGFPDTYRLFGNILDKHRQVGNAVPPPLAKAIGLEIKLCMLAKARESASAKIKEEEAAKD
NadD block: NadD (S. aureus) enzyme inhibition. AID 602399. purified NadD enzyme, colorimetric absorbance read-out. inhibition, % at 20 µM. actives 0.78% (n = 360,000); in the data active = inhibition above about 26%; note: some compounds past the cut are filed as inactive
CSN deneddyl inh: blocks human CSN-mediated cullin deneddylation; AID 651999; actives 0.38% (n = 360,000); Q92905; Purified CSN, SCF-Nedd8-OG deneddylation, fluorescence polarization; inhibition, % at 12.5 µM;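 active = pattern-corrected inhibition above about 35%, with an unprinted fluorescence ratio check between 0.5 and 1.5, limit read from the data, passing the limit was not always enough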;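 note: 0% = enzyme with substrate and 100% = substrate without enzyme; some results filed as inactive read as strong as hits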
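Detection – fluorescence polarization · System – HEK293T-derived human Csn5 enzyme · Controls – substrate-only high control, full reaction low control · Timing – 90 min, room temperature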
SUMO1 PPI mod: SUMO1-SIM interaction modulation; P63165; SUMO1 binding to a labelled peptide, TR-FRET, 1 h; inhibition, % at 20 µM; actives 0.33% (n = 360,000); in the data active = inhibition above about 37%
Numbers without * were called inactive; i = inactive; . = not tested or not shown.

entry | mol | MLLE-PAM2 inh | LMPTP block | STEP block | Scp-1 inhibitor | Rpn11 inh | Tb MetRS inh | DNMT1 inh | NadD block | CSN deneddyl inh | SUMO1 PPI mod
1 | Cc1ccc(NC(=O)CN(C)C(=O)c2cc(S(=O)(=O)N(C)C)ccc2N2CCCC2)cc1 | 11 | 1.8 | -1 | -3 | i | 49* | 0 | -2 | 2 | 14
2 | Clc1cccc(-c2nc(NCc3cccnc3)c3ccccc3n2)c1 | 12 | 42 | -1 | -4 | i | 0.7 | -10 | -3 | 4 | 10
3 | CCN(Cc1ccccc1)S(=O)(=O)c1ccc2c(c1)NC(=O)CC(=O)N2 | -2 | -0.5 | 0 | -3 | i | 1.4 | -1 | -3 | -1 | 7
4 | CCOC(=O)CC1(CCc2ccccc2)Oc2ccccc2O1 | . | 2.3 | . | . | . | -0.4 | . | . | -3 | 8
5 | CC1(C(=O)NS(=O)(=O)c2ccc(Cl)cc2)CCN1C(=O)CCc1ccccc1 (centres undefined) | 3 | -1.9 | 4 | . | i | 0.0 | 3 | -2 | -1 | 5
6 | CCc1ccc(OC(=O)Nc2ccccc2)cc1 | 8 | -0.1 | 3 | -3 | i | -0.7 | 2 | 1 | 6 | 6
7 | C[C@H](NC(=O)c1nc[nH]c1C(=O)N(C)Cc1ccccc1)c1ccccc1 | 17 | -0.1 | -3 | 3 | i | -0.6 | 1 | 5 | 2 | 2
8 | CCOC(=O)N1CCN(C(=O)COc2ccc(S(=O)(=O)NC3CCCCC3)cc2C)CC1 | 4 | -0.5 | 2 | -6 | i | -1.7 | -2 | -4 | -2 | -2
9 | O=C(CCNS(=O)(=O)c1ccccc1F)N1CCN(C/C=C/c2ccccc2)CC1 | 3 | -0.7 | -1 | -7 | i | -0.2 | 3 | -4 | 4 | -10
10 | CCN(CC(=O)Nc1c(F)cccc1F)C(=O)CCCN1C(=O)c2ccccc2C1=O | 1 | -0.5 | -2 | . | i | -0.4 | 4 | 1 | -2 | -5
11 | CCN(CC(=O)Nc1ccccc1C(F)(F)F)C(=O)COc1cccc2c1OC(C)(C)C2 | 13 | -0.5 | 0 | -4 | i | -0.3 | 1 | -8 | 7 | 2
12 | COc1ccc(CCN2C(=O)C=CC2=O)cc1OC | 38 | -2.0 | -3 | -5 | i | 0.5 | 4 | 0 | -2 | 21

Another view of 2 compounds above.
8. CCOC(=O)N1CCN(C(=O)COc2ccc(S(=O)(=O)NC3CCCCC3)cc2C)CC1
2. Clc1cccc(-c2nc(NCc3cccnc3)c3ccccc3n2)c1
assay / compound	8	2
MLLE-PAM2 inh	4	12
LMPTP block	-0.5	42
STEP block	2	-1
Scp-1 inhibitor	-6	-4
Rpn11 inh	i	i
Tb MetRS inh	-1.7	0.7
DNMT1 inh	-2	-10
NadD block	-4	-3
CSN deneddyl inh	-2	4
SUMO1 PPI mod	-2	10

The results go on.
entry | mol | MLLE-PAM2 inh | LMPTP block | STEP block | Scp-1 inhibitor | Rpn11 inh | Tb MetRS inh | DNMT1 inh | NadD block | CSN deneddyl inh | SUMO1 PPI mod
13 | Cn1c(NCc2ccccc2)nc2cc(-c3cccc(C(F)(F)F)c3)sc2c1=O | 3 | 1.9 | 2 | . | i | 0.2 | 7 | 9 | -2 | -3
14 | O=C(CCN1CCCC1)Nc1ccc(Br)cc1 | 7 | 0.2 | -3 | -6 | i | 0.2 | -3 | 2 | -1 | -1
15 | Cc1cc(C(=O)NCCc2ccc(Cl)cc2)c(C)o1 | -18 | -1.6 | 3 | -2 | i | -0.5 | -2 | -5 | 3 | 0
16 | COc1ccc(CCN(C)c2ncnc3sccc23)cc1OC | -5 | 1.2 | -1 | 2 | i | 0.2 | 0 | 1 | -6 | 2
17 | CC1CN(CCCOc2ccccc2[N+](=O)[O-])CC(C)O1 (centres undefined) | -1 | -3.3 | -4 | -4 | i | 0.1 | 0 | 1 | -5 | -5
18 | COc1cccc(OC)c1C(=O)OCCCOC(=O)c1c(OC)cccc1OC | -21 | 0.6 | -1 | -10 | i | 0.1 | 0 | -14 | 0 | -1
19 | CC1=CC(C)(C(Cl)(Cl)Cl)C(C)=CC1=NO (centres undefined) | -1 | -1.2 | -1 | . | i | -0.2 | 5 | -6 | 1 | 4
20 | COc1ccc(C2C(C(=O)NCc3cccnc3)c3cc(OC)c(OC)cc3C(=O)N2C)cc1 (centres undefined) | 8 | 0.4 | -2 | -3 | i | -1.3 | 1 | -2 | 7 | -5
21 | CCc1ccccc1N(CC(=O)N1CCCC1)S(C)(=O)=O | -3 | -1.2 | 0 | -6 | i | -0.4 | 2 | 3 | 0 | 1
22 | COc1ccc(CC(=O)NCC2COc3ccccc3O2)cc1 (centres undefined) | 16 | -2.3 | -2 | -5 | i | -0.8 | 4 | -3 | 1 | 0
23 | Cc1ccccc1N1C(=O)c2cccc([N+](=O)[O-])c2C1=O | -4 | -1.9 | -1 | -7 | i | 0.3 | -2 | -4 | -4 | -29
24 | CCOC(=O)CSC1=C(C#N)C(=O)NC(c2ccc(OC)c(OC)c2)S1 (centres undefined) | 48* | -1.9 | 1 | 5 | i | -0.7 | 1 | 8 | -4 | 4
25 | CCC1S/C(=N/N=C/c2ccco2)N(Cc2ccccc2)C1=O (centres undefined) | 5 | 1.4 | -2 | -18 | i | -0.4 | 3 | -7 | 4 | -1
26 | O=C(c1ccc(Cl)nc1)N1CCN(S(=O)(=O)c2ccc(Cl)cc2)CC1 | -5 | -1.0 | 1 | -3 | i | -0.9 | 2 | -3 | -1 | 1
27 | COc1ccc(-c2nnc(SC)o2)c(OC)c1 | 19 | -0.1 | 5 | -7 | i | -0.5 | 1 | 2 | -7 | -1
28 | COc1cccc(CN(C)C(=O)c2ccc(OCC(=O)N3CCOCC3)c(OC)c2)c1 | 11 | -2.2 | 2 | -1 | i | -0.1 | 2 | -1 | -1 | 0
29 | Nc1cccc(-c2csc(-n3ncc(C(=O)O)c3C(F)(F)F)n2)c1 | -10 | -0.7 | -2 | 3 | i | 0.3 | 2 | -4 | 10 | 35
30 | COc1ccccc1-c1cc(C(F)(F)F)c(C#N)c(=O)[nH]1 | -9 | -0.7 | 0 | -4 | i | 1.7 | 0 | -3 | -15 | 21
31 | Cc1cc(C)nc(SCc2nnc(SCC(=O)Nc3ccc(C)c(C)c3)o2)n1 | -3 | -0.4 | 2 | -4 | i | 0.4 | -4 | -4 | 7 | 2
32 | COC(=O)c1sc2nc(CN3CCOCC3)nc(N3CCOCC3)c2c1C | -29 | 0.7 | -1 | -7 | i | -0.7 | 0 | 5 | 8 | -7
33 | CC(O)CNc1ccc(-c2n[nH]c(=O)c3ccccc23)cc1[N+](=O)[O-] (centres undefined) | 6 | -0.4 | 1 | 0 | i | -0.5 | -1 | -2 | -1 | -26
34 | O=C(Nc1cccc(OC(F)(F)F)c1)C1Cc2c(-c3ccccc3Oc3ccccc3)ccnc2O1 (centres undefined) | -12 | 3.8 | 0 | . | i | -0.3 | -11 | 7 | 7 | 1
35 | CCOC(=O)c1cccc(NC(=O)c2ccco2)c1 | -3 | -0.5 | -3 | -8 | i | -0.8 | 2 | 1 | 3 | -1
36 | Cc1ccc(NS(=O)(=O)c2cc(C(=O)O)ccc2Cl)cc1 | 4 | 0.3 | 4 | 12 | i | 0.2 | 12 | -6 | 2 | 0

Entries of single compounds, looked up by structure. Order of values: MLLE-PAM2 inh | LMPTP block | STEP block | Scp-1 inhibitor | Rpn11 inh | Tb MetRS inh | DNMT1 inh | NadD block | CSN deneddyl inh | SUMO1 PPI mod
`COc1ccc(-c2nnc(SC)o2)c(OC)c1` in the list: 19 | -0.1 | 5 | -7 | i | -0.5 | 1 | 2 | -7 | -1
`COc1ccccc1-c1cc(C(F)(F)F)c(C#N)c(=O)[nH]1` in the list: -9 | -0.7 | 0 | -4 | i | 1.7 | 0 | -3 | -15 | 21

Back to the main list with the five entries that preceded the break.
entry | mol | MLLE-PAM2 inh | LMPTP block | STEP block | Scp-1 inhibitor | Rpn11 inh | Tb MetRS inh | DNMT1 inh | NadD block | CSN deneddyl inh | SUMO1 PPI mod
32 | COC(=O)c1sc2nc(CN3CCOCC3)nc(N3CCOCC3)c2c1C | -29 | 0.7 | -1 | -7 | i | -0.7 | 0 | 5 | 8 | -7
33 | CC(O)CNc1ccc(-c2n[nH]c(=O)c3ccccc23)cc1[N+](=O)[O-] (centres undefined) | 6 | -0.4 | 1 | 0 | i | -0.5 | -1 | -2 | -1 | -26
34 | O=C(Nc1cccc(OC(F)(F)F)c1)C1Cc2c(-c3ccccc3Oc3ccccc3)ccnc2O1 (centres undefined) | -12 | 3.8 | 0 | . | i | -0.3 | -11 | 7 | 7 | 1
35 | CCOC(=O)c1cccc(NC(=O)c2ccco2)c1 | -3 | -0.5 | -3 | -8 | i | -0.8 | 2 | 1 | 3 | -1
36 | Cc1ccc(NS(=O)(=O)c2cc(C(=O)O)ccc2Cl)cc1 | 4 | 0.3 | 4 | 12 | i | 0.2 | 12 | -6 | 2 | 0
37 | Cc1cccc(N2CCN(c3ccc(NC(=O)/C=C(/C(=O)O)c4ccccc4)cc3)CC2)c1 | 0 | -1.0 | 2 | 58* | i | -0.3 | 0 | 14 | -1 | -1
38 | CC(=O)Nc1ccc(Nc2nnc(-c3ccc(C)c(S(N)(=O)=O)c3)c3ccccc23)cc1 | 9 | 1.2 | 0 | 12 | i | -0.6 | 1 | 2 | 5 | -18
39 | Cc1cc(C(=O)OCC(=O)c2ccc3c(c2)NC(=O)CO3)c2ccccc2n1 | -39 | 7.0 | 1 | 0 | i | -1.1 | -8 | 3 | 3 | -3
40 | Cc1c(C(=O)NC(C)C)sc2ncn(CC(=O)N3CCC(C)CC3)c(=O)c12 | 10 | 0.2 | -1 | 2 | i | 0.5 | -6 | -6 | 2 | -2
41 | O=C(Nc1cccc(F)c1)/C(=C\c1ccco1)NC(=O)c1ccco1 | -14 | 0.7 | -2 | 8 | i | -0.4 | 2 | -1 | 8 | -8
42 | CC(OC(=O)c1cccnc1)C(=O)Nc1ccc2c(c1)OCO2 (centres undefined) | 0 | 1.3 | 1 | -3 | i | -0.8 | -6 | -1 | 2 | -2
43 | CCCn1ncc(CN2CCN(Cc3ccc(C)o3)C(CCO)C2)c1C (centres undefined) | 1 | 3.8 | -1 | -16 | i | -1.9 | 5 | -4 | 2 | -4
